SENP6 inh – inhibitors of human SENP6 protease; 330,000 tested, 1.8% active; Q9GZR1; inhibition, % at 10 µM; Recombinant SENP6 catalytic domain, aminoluciferin luminescence;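 active means inhibition above about 50% at the single tested dose, limit read from the data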;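 further: plate controls were DMSO wells with enzyme for no effect and DMSO wells lacking enzyme for full effect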
Target sequence (Q9GZR1 628-1112 limits assumed): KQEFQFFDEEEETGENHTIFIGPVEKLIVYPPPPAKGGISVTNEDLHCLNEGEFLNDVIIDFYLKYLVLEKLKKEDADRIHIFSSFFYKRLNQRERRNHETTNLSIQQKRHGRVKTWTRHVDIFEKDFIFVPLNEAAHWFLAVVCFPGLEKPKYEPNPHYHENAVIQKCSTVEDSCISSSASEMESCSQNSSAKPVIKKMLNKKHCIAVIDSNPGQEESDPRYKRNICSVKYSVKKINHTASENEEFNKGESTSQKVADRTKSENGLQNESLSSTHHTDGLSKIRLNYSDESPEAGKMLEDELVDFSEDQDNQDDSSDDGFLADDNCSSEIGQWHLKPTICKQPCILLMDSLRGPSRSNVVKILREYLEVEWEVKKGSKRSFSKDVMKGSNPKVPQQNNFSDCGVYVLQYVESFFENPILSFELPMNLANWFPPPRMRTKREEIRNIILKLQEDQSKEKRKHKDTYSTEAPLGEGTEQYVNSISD
SENP1 FRET inh – inhibitors of human SENP1 SUMO protease catalytic domain | Q9P0U3 | recombinant SENP1 catalytic domain, CyPet-SUMO1-YPet FRET cleavage | inhibition, % at 10 µM | 360,000 tested, 0.21% active;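 active means inhibition at least 30% at 10 µM, raw YFP signal under a set limit, fluorescence ratio 0.5 to 1.5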;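 further: 0% = enzyme with DMSO and 100% = no enzyme wells; some results filed as inactive read as strong as hits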
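Controls: no-enzyme wells low, DMSO-plus-enzyme wells high control. Test system: human recombinant His6-tagged SENP1 catalytic domain enzyme. Reagent: SFCypet-SUMO1-SFYpet FRET protein substrate, 25 nM final. Doses: one dose per compound, 10 µM, 0.5% DMSO. Detection: FRET, CFP and YFP emission. Timing: 50 min reaction at room temperature.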
UBC13 polyUb – inhibitors of human UBC13 polyubiquitin chain formation; 330,000 tested, 0.47% active; AID 485273; TR-FRET; P61088; inhibition, % at 20 µM; in the data active means inhibition above about 45%, passing the limit was not always enough
Target sequence (P61088 whole entry, looked up): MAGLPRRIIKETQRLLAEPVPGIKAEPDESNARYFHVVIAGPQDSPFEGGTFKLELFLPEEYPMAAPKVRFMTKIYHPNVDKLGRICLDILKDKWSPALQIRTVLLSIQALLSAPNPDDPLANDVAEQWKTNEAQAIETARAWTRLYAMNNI
SENP7 block – blocks the human protease SENP7; Q9BQF6; recombinant SENP7, Z-RLRGG-aminoluciferin luminescence, 40 min; inhibition, % at 5 µM; 330,000 tested, 1.5% active; AID 434973;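 active means inhibition above about 50% at the single test dose, limit read from the data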;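 further: plate controls were DMSO with enzyme for no effect and no enzyme buffer wells for full effect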
SENP8 block-1 – inhibitors of human SENP8 protease. Q96LD8. recombinant SENP8, Nedd8 substrate fluorescence. inhibition, % at 20 µM. 360,000 tested, 0.64% active. AID 602440; in the data active means inhibition mostly above about 40%, no sharp cut-off; inactive means mostly below about 27%
APOBEC3G inh – APOBEC3G (human) deaminase inhibition | 330,000 tested, 0.28% active | Q9HC16 | recombinant A3G, ssDNA deamination FAM/TAMRA fluorescence | inhibition, % at 20 µM | AID 493012;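 active means inhibition of at least 40% at 20 µM, with no more than 30% in the related APOBEC3A deaminase screen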;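 further: plate controls were DMSO wells with A3G for no effect and wells lacking A3G enzyme for full effect; some compounds called inactive have numbers as strong as hits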
Target sequence (Q9HC16 whole entry, looked up): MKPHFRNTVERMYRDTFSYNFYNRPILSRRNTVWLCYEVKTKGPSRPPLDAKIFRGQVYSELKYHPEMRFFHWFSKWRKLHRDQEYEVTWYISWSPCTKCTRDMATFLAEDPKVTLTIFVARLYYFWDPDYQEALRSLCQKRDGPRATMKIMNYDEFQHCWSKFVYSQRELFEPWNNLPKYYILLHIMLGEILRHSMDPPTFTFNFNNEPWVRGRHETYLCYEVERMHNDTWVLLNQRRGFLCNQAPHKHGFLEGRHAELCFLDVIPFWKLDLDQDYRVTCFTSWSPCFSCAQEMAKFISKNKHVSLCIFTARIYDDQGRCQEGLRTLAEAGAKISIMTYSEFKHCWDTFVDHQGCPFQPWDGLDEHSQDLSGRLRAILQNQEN
SENP8 block-2 – inhibitors of human SENP8 protease; Q96LD8; purified SENP8, Z-RLRGG-aminoluciferin cleavage, luminescence; inhibition, % at 10 µM; 330,000 tested, 1.2% active; AID 2540; in the data active means inhibition above about 50%
Apaf-1 inh – inhibitors of human Apaf-1 apoptosome; O14727; reconstituted apoptosome caspase-3 activity, DEVD-Rh110 fluorescence; inhibition, % at 20 µM; 330,000 tested, 0.71% active; active means inhibition of at least 40% at 20 µM;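 further: plate controls were DMSO wells for no effect and DEVD-CHO caspase inhibitor wells for full effect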
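Material: reconstituted apoptosome with Apaf-1, cytochrome c, caspase-9, procaspase-3, dATP; medium: pH 7.5 Hepes buffer with CHAPS, BSA, DTT; also added: cytochrome c and DEVD-Rh110 substrate; timing: 30 min plus 50 min, RT; signal: Rh110 fluorescence intensity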
An asterisk follows results filed as active; i = inactive; . = no result given.

SMILES	SENP6 inh	SENP1 FRET inh	UBC13 polyUb	SENP7 block	SENP8 block-1	APOBEC3G inh	SENP8 block-2	Apaf-1 inh
COc1ccc(N=C2SC(CC(=O)Nc3ccccc3)C(=O)N2CCc2ccccn2)cc1 (stereo unspecified)	-7	-1	5	6	8	-7	-2	-1
Cc1noc(C)c1COc1ccccc1C(=O)N(C)CC(=O)Nc1cccc(F)c1	-4	3	3	-2	15	-5	-6	6
CCc1cccc(NC(=O)NC2CCCCC2)c1	-13	3	2	-15	14	-2	-14	12
Cc1cc(OCC(=O)N2CCC(O)(c3ccc(Cl)cc3)CC2)c2c(C)cc(=O)oc2c1	-3	2	8	6	-199	4	-1	16
Cc1nn(C(=O)CNC(=O)c2ccccc2)c(C)c1C	-25	1	3	-2	24	-7	-14	6
CC(=O)c1c(O)c(C)c(-c2ccccc2)n(-c2ccccc2)c1=O	-3	-5	-1	-2	i	-2	-6	8
c1ccc(-c2cc3c(nn2)CCc2nonc2-3)cc1	-22	13	1	-6	4	-6	-10	4
CC1(C)Cc2c(ccc3ccccc23)C(c2cc3ccccc3oc2=O)=N1	-8	3	-3	3	7	-11	0	5
CCOC(=O)C(Cc1ccc(NC(=O)/C(=C/c2ccccc2)NC(=O)c2ccccc2)cc1)N1C(=O)c2ccccc2C1=O (stereo unspecified)	-4	-1	-26	5	12	-2	-2	9
Cc1ccc(-c2nc(SCC(=O)Nc3ccccc3OC(F)F)c3c(C)c(C(=O)O)sc3n2)cc1	-42	.	-29	7	.	-5	8	-98
COc1ccccc1CNC(=O)C1CCCN1S(=O)(=O)c1cccc2cccnc12 (stereo unspecified)	10	-8	6	-7	7	-6	1	5
COc1ccc(Cl)cc1-c1nc(SCC(=O)NC2CCCC2)n[nH]1	0	0	18	-1	4	-6	-4	1
CC1CCN(S(=O)(=O)c2ccc3c4c2CC(=O)N4CC(C)S3)CC1 (stereo unspecified)	5	-34	-43	26	2	4	15	94*
O=C(Nc1cccnc1)c1cc2c(s1)-c1ccccc1OC2	-17	-22	8	3	-306	-6	-17	0
COc1ccc(C(NC(=O)c2ccc(-c3ccccc3)cc2)c2ccccc2)cc1 (stereo unspecified)	5	2	1	2	22	-4	4	5
O=C(NCC1CCCO1)c1cccc(S(=O)(=O)Nc2ccc(F)cc2)c1 (stereo unspecified)	6	1	-3	1	-4	-3	7	-5
O=C(NC(=S)N1CCCCC1c1cccnc1)c1ccc(Br)cc1 (stereo unspecified)	12	2	1	1	24	-5	2	0
O=C(Nc1cc2c3c(c1)CC(=O)N3CCC2)c1ccc(Cl)cc1	5	-1	-5	-4	11	4	10	5
C/C(=N/NS(=O)(=O)c1ccc(F)cc1)c1ccncc1	-20	0	-2	-9	16	-10	-7	9
Cc1nc(SCC(=O)Nc2cccc(S(=O)(=O)N3CCOCC3)c2)nc(C)c1C	-8	0	-8	-5	29	-7	-12	1
Cc1cccc(OCCSc2nc3ccccc3n2CCC(=O)O)c1	13	2	-5	2	2	1	-3	-11
COC(=O)c1ccccc1NC(=O)c1cccs1	1	2	12	10	1	0	-1	5
Cn1c(=O)c2[nH]c(CN(Cc3ccccc3)Cc3ccccc3)nc2n(C)c1=O	3	0	-2	6	15	-8	4	9
Clc1nc2ccccc2cc1-c1nnn(-c2ccccc2Br)n1	-13	4	-18	11	-80	-4	-21	10
O=C(O)COn1c(-c2ccccc2)nc2ccc([N+](=O)[O-])cc21	82*	4	-11	88*	4	25	70*	9
COc1cc(-c2noc(C)c2C(=O)NCc2ccc3c(c2)OCO3)cc(OC)c1OC	-9	-3	9	11	-1	2	-5	20
COc1cccc(CNC(=O)[C@H](C)NC(=O)C2CCN(S(=O)(=O)c3ccccc3)CC2)c1	9	0	8	2	17	-9	-6	-2
O=C(O)c1cc(-c2ccccc2)n(-c2ccc(F)cc2)n1	-39	1	1	7	4	-1	-5	6
CC(C)c1ccc(-c2c(C#N)c(N)nc(SCC(=O)N3CCCCCC3)c2C#N)cc1	16	.	27	4	.	-5	3	6
COc1ccc(N2CCN(C(CNS(=O)(=O)c3ccccc3)c3ccccc3)CC2)cc1 (stereo unspecified)	16	1	5	4	8	-2	12	21
O=C(CSc1nnc(-c2cnccn2)n1Cc1ccco1)c1ccc(Cl)cc1	8	-4	5	9	-7	-6	0	15
O=C(CCOc1ccccc1)Nc1ccccc1[N+](=O)[O-]	12	-1	4	3	15	-3	-2	2
CCOC(=O)c1ccc(NC(=O)C(=O)NCc2ccccn2)cc1	-15	-4	-1	-9	12	-1	-6	-2
O=C(NC(=O)c1ccccc1F)Nc1nc(-c2cccs2)cc(C(F)(F)F)n1	-3	0	11	3	-399	0	4	33
O=C(N/N=C/c1ccc[nH]1)c1ccc2c(c1)OCO2	27	-9	-17	12	-260	2	-11	1
COc1ccc(OC)c(S(=O)(=O)N2CCN(c3c(C)cccc3C)CC2)c1	4	-82	0	-7	3	-4	2	13
CC(C)CN1C(=O)c2ccc(C(=O)Nc3nccs3)cc2C1=O	-16	0	12	-1	32	-7	-7	7
COc1cc2nc(=S)n3[nH]c(COc4ccccc4C)nc3c2cc1OC	6	-3	41	2	-6	-8	6	-20
CCOC(=O)CN1C(=O)S/C(=C/c2ccc3c(c2)n(C)c(=O)n3C)C1=O	-14	-13	-20	8	-150	-1	-3	9
CCC(C)N1C(=O)S/C(=C/c2ccc(Sc3nc4ccccc4[nH]3)o2)C1=O (stereo unspecified)	-5	-69	-19	-3	-156	-3	-5	3
CC(OC(=O)c1ccc2ncsc2c1)C(=O)NC1CCCCC1C (stereo unspecified)	-1	-33	-1	1	-32	-4	3	3
COC(=O)c1ccc(S(=O)(=O)c2ccc(Cl)cc2)c(N)c1	-2	-29	21	0	-319	-6	-1	7
Cc1ccc(-c2nc(CSCC(=O)N3CCOCC3)c(C)o2)cc1	2	2	11	4	6	-8	3	-15
N#C/C(=C\c1c(N2CCC(C(N)=O)CC2)nc2ccccn2c1=O)C(=O)NC1CCCCC1	-20	-23	-9	3	-46	-2	-2	-2
O=C(Nc1ccc(S(=O)(=O)N2CCCC2)cc1)c1ccc([N+](=O)[O-])cc1	-14	0	-4	-4	11	-15	-4	12
COc1ccc(C(C2C(=O)CC(C)(C)CC2=O)C2C(=O)CC(C)(C)CC2=O)cc1CO	-14	-1	0	3	13	-6	-2	-1
Cc1c(NC(=O)/C(C#N)=C/c2ccccc2)c(=O)n(-c2ccccc2)n1C	10	3	10	-5	-10	-12	8	-12
Cc1cccc(-n2cnc3c(sc4nc(N5CCOCC5)c5c(c43)CCCC5)c2=O)c1	7	3	32	4	-450	-3	7	-6
C=CCNC(=O)N1c2ccccc2Sc2ccccc21	-12	2	5	0	17	-3	1	0
CCNC(=O)COc1ncnc2scc(-c3ccc(F)cc3)c12	7	0	-9	4	6	-4	9	-15

The results go on.
SMILES	SENP6 inh	SENP1 FRET inh	UBC13 polyUb	SENP7 block	SENP8 block-1	APOBEC3G inh	SENP8 block-2	Apaf-1 inh
C=C(Br)Cn1c(CC)nc2ccccc21	0	0	8	-2	3	-6	-2	2
CC(CC(=O)NC1CCCCC1)S(=O)(=O)c1ccc2c(c1)NC(=O)CO2 (stereo unspecified)	9	3	-6	0	6	-7	6	8
Cc1ccc(C)n1-c1ccc(C(=O)O)cc1	-34	.	-2	-9	.	88	-4	1
CCOC(=O)c1ccc(NC(=O)CCC(=O)OC)cc1	-13	1	2	-5	20	-2	-1	0
C=CC[C@@H](CC(=O)OC(C)(C)C)C(=O)OC[C@@H]1CCCN1C(=O)[C@@H](CC=C)CC(=O)N[C@H](CO)Cc1ccccc1	2	2	5	8	19	1	6	20
CCc1cccc(C)c1NC(=O)CN1CCN(S(=O)(=O)c2ccc(C(C)(C)C)cc2)CC1	3	1	0	6	4	-2	-3	23
O=C(NCCCN1CCCC1=O)C1CCN(S(=O)(=O)c2cccc(Cl)c2Cl)CC1	10	-1	6	7	10	-5	1	-12
CC(C)Nc1nnc(Sc2ccc(Cl)cc2[N+](=O)[O-])s1	12	1	6	2	29	-7	-1	10
CCC1OC(=O)C(C)C(OC2C[C@@](C)(OC)C(O)C(C)O2)C(C)C(O[C@@H]2OC(C)CC(N(C)C)C2O)[C@](C)(O)CC(C)C(=NOCOCCOC)C(C)C(O)[C@]1(C)O (stereo partly specified)	9	0	7	5	0	-3	4	-4
Cc1ccccc1Nc1nc(N)nc(CSc2nc3ccccc3c(=O)n2CCCO)n1	-44	1	2	-6	10	-7	-6	7
O=C1c2cccc(OCC(=O)N3CCCc4ccccc43)c2CCN1Cc1ccc(F)cc1	-4	-1	12	3	6	-4	-7	24
COc1ccc(-c2csc(NC(=O)CSc3nnnn3C)n2)cc1OC	7	1	2	-3	2	-9	5	-13
Cc1ccsc1/C=N/NC(=O)c1ccc([N+](=O)[O-])cc1	0	2	1	-2	15	-8	-13	-18

Three structures already listed, sorted by number of heavy atoms, smallest number first.
SMILES	SENP6 inh	SENP1 FRET inh	UBC13 polyUb	SENP7 block	SENP8 block-1	APOBEC3G inh	SENP8 block-2	Apaf-1 inh
CCOC(=O)c1ccc(NC(=O)CCC(=O)OC)cc1	-13	1	2	-5	20	-2	-1	0
CCOC(=O)c1ccc(NC(=O)C(=O)NCc2ccccn2)cc1	-15	-4	-1	-9	12	-1	-6	-2
CC(C)c1ccc(-c2c(C#N)c(N)nc(SCC(=O)N3CCCCCC3)c2C#N)cc1	16	.	27	4	.	-5	3	6

In the list so far, 10 contain an aryl thioether with sulfur outside any ring.
SMILES	SENP6 inh	SENP1 FRET inh	UBC13 polyUb	SENP7 block	SENP8 block-1	APOBEC3G inh	SENP8 block-2	Apaf-1 inh
Cc1ccc(-c2nc(SCC(=O)Nc3ccccc3OC(F)F)c3c(C)c(C(=O)O)sc3n2)cc1	-42	.	-29	7	.	-5	8	-98
COc1ccc(Cl)cc1-c1nc(SCC(=O)NC2CCCC2)n[nH]1	0	0	18	-1	4	-6	-4	1
Cc1nc(SCC(=O)Nc2cccc(S(=O)(=O)N3CCOCC3)c2)nc(C)c1C	-8	0	-8	-5	29	-7	-12	1
Cc1cccc(OCCSc2nc3ccccc3n2CCC(=O)O)c1	13	2	-5	2	2	1	-3	-11
CC(C)c1ccc(-c2c(C#N)c(N)nc(SCC(=O)N3CCCCCC3)c2C#N)cc1	16	.	27	4	.	-5	3	6
O=C(CSc1nnc(-c2cnccn2)n1Cc1ccco1)c1ccc(Cl)cc1	8	-4	5	9	-7	-6	0	15
CCC(C)N1C(=O)S/C(=C/c2ccc(Sc3nc4ccccc4[nH]3)o2)C1=O (stereo unspecified)	-5	-69	-19	-3	-156	-3	-5	3
CC(C)Nc1nnc(Sc2ccc(Cl)cc2[N+](=O)[O-])s1	12	1	6	2	29	-7	-1	10
Cc1ccccc1Nc1nc(N)nc(CSc2nc3ccccc3c(=O)n2CCCO)n1	-44	1	2	-6	10	-7	-6	7
COc1ccc(-c2csc(NC(=O)CSc3nnnn3C)n2)cc1OC	7	1	2	-3	2	-9	5	-13

Source: PubChem BioAssay
